TbREL1 primary – TbREL1 RNA ligase inhibitors, primary screen, biochemical, FRET fluorescence; RNA-editing ligase 1, mitochondrial (Trypanosoma brucei brucei), P86926; TbREL1 RNA ligation; inhibition, % at 9.66 µM; actives 0.49% (n = 89,000); AID 1117264, 2014;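 active means inhibition above the mean inhibition across all screened compounds plus 3 SD, cut at about 11% in these data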;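 further: 0% = plate median of test wells and 100% = NSC42067 control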
Target sequence (P86926 whole entry, looked up): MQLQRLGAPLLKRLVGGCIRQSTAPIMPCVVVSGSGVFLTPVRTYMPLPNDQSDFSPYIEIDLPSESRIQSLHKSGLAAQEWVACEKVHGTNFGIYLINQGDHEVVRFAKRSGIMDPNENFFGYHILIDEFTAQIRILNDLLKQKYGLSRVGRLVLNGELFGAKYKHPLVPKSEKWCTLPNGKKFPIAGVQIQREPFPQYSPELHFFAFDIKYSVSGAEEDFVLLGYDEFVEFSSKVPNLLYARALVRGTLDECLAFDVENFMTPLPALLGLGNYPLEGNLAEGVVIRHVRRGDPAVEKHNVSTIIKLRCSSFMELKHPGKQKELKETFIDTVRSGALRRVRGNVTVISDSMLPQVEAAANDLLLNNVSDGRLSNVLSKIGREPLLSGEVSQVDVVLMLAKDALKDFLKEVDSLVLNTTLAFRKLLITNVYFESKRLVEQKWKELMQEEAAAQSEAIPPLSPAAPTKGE
The depositor's hits bear a star. Some of the compounds tested. The share of hits here may be higher or lower than overall.

| molecule | TbREL1 primary |
| --- | --- |
| COc1ccc(NC(=O)Cn2nnc(C(=O)NCc3cccs3)c2N)cc1Cl | 8 |
| Cc1sc2ncnc(N3CCC(C(=O)NNC(=O)c4ccc(F)cc4)CC3)c2c1C | 1 |
| O=C(Nc1ccccn1)c1cccc(S(=O)(=O)N2CCCc3ccccc32)c1 | 2 |
| O=c1c2ccccc2[nH]c2ccc(O)cc12 | 7 |
| CCOc1cc(N2CCOCC2)c(OCC)cc1NC(=O)c1ccc(S(=O)(=O)N(C)C)cc1 | -3 |
| CC(C)C[C@H]1CNC(=O)C(=O)N1CC1CCN(CCC(C)(C)C)CC1 | 3 |
| COC(=O)[C@@H]1C[C@@H]2CC[C@@H](O)C[C@@H]2N1Cc1ccc(C(F)(F)F)cc1 | -1 |
| CC(=O)C(C)Oc1ccc2c3c(c(=O)oc2c1)CCCCC3 (stereo unspecified) | 3 |
| COc1ccc(-n2c(CNC(=O)COc3ccc(Cl)cc3Cl)n[nH]c2=S)cc1 | -5 |
| COC(=O)c1cccc(-c2ccc(/C=N/N3C(=O)C4C5C=CC(C6CC56)C4C3=O)o2)c1 (stereo unspecified) | -2 |
| CN(C)C(CNC(=O)c1ccc(S(=O)(=O)Nc2ccccc2F)cc1)c1ccccc1 (stereo unspecified) | 1 |
| CC1(C)CC(NCc2ccc3c(c2)OCO3)CCO1 (stereo unspecified) | -1 |
| C=CCn1c(C)c(C(C)=O)c(SC)nc1=S | -3 |
| CC1(C)CC(=O)C(C2=NC(C)(C)Cc3ccccc32)=C(O)C1 | 0 |
| NC(=O)COc1c(-c2ccccc2)oc2ccccc2c1=O | 2 |
| COc1ccc(NC(=O)C(C)N2c3cccc4cccc(c34)S2(=O)=O)cc1OC (stereo unspecified) | -1 |
| O=C(NN1C(=O)C2C3C=CC(C4CC34)C2C1=O)c1ccc(Cl)c(Cl)c1 (stereo unspecified) | 4 |
| CC1CCCN(S(=O)(=O)c2ccc(C(=O)Nc3nnc(-c4ccccc4Cl)o3)cc2)C1 (stereo unspecified) | 1 |
| COc1ccc(-c2[nH]ncc2CN(C)CC2CCCCO2)cc1F (stereo unspecified) | 2 |
| COc1cc(NC(=O)c2cc3nc(C4CC4)cc(C(F)(F)F)n3n2)c(OC)cc1Cl | -1 |
| Cc1onc(-c2ccccc2)c1C(=O)N/N=C/C=C/c1ccccc1 | 6 |
| CCOC(=O)CSc1nnc(Cn2c(=O)sc3ccccc32)n1-c1ccccc1C | -2 |
| C#CCOCCOCCOCCNc1nc(N2CCN(C(=O)C(Cc3cc4ccccc4[nH]3)n3cc(C(N)Cc4ccc(O)cc4)nn3)CC2)nc(N2CCN(C(=O)C(CCC(=O)O)n3cc(C(N)C(C)CC)nn3)CC2)n1 (stereo unspecified) | -3 |
| O=C(Nc1cccc(S(=O)(=O)N2CCCCC2)c1)C1CC(=O)N(c2ccc3c(c2)OCCO3)C1 (stereo unspecified) | -3 |
| CCCC(=O)Nc1ccccc1NC(=O)c1ccc(OCC)c(OCC)c1 | 3 |
| Cc1nnsc1C(=O)NNC(=O)c1cccc2ccccc12 | 2 |
| O=C1CSC(c2ccc(Cl)cc2)N1C1CCCCC1 (stereo unspecified) | 0 |
| CC(C)[C@H](NC(=O)C1CCN(S(=O)(=O)c2ccccc2)CC1)C(=O)NCc1ccncc1 | 7 |
| COc1ccc(-c2cc(NC(=O)Cc3c[nH]c4ccccc34)ccc2Nc2cccnc2)c(OC)c1 | 0 |
| O=S(=O)(Nc1ccc(-c2ccc3nncn3n2)cc1)c1cc(F)ccc1F | -1 |
| CN1CCN(/N=C/c2ccc(OCc3ccccc3)cc2)CC1 | 0 |
| COc1ccc(NC(=O)Cn2cc(C(=O)c3ccco3)c3ccccc32)cc1 | 0 |
| C/C(=N\OC(=O)c1ccccc1F)c1nccs1 | 1 |
| Cc1ccc(-n2ncc3c(=O)[nH]c(SCC(=O)N4CCC(C)CC4)nc32)cc1C | 7 |
| CC(C)(CO)CNC(=O)c1ccc(OC2CCN(C(=O)C3CC3)CC2)cc1 | -3 |
| CCCNC(=O)C1(C)CCCN(C(=O)c2c(C)noc2C)C1 (stereo unspecified) | 2 |
| COc1ccc(Cn2nc(C(=O)O)c3ccccc3c2=O)cc1F | 3 |
| CC(=O)c1cc(C)c(OCc2cn(CC(=O)c3ccc(O)cc3)nn2)c(C)c1 | 0 |
| COc1ccccc1CNC(=O)COC(=O)C12CC3CC(CC(O)(C3)C1)C2 | 1 |
| COc1cccc(/C=C2\CC(C)Cc3c2nc2ccccc2c3C(=O)O)c1OC (stereo unspecified) | 1 |
| O=C(NCC1CCCO1)C(=O)N/N=C\c1ccc2c(c1)OCO2 (stereo unspecified) | 1 |
| CC(=O)N1CCc2ccc([N+](=O)[O-])cc21 | 0 |
| COc1cccc(-n2ccnc2SCC(=O)Nc2nccs2)c1 | 3 |
| CN1CCN(C(=S)Nc2ccc([N+](=O)[O-])cc2)CC1 | -2 |
| COC(=O)C1=C(C)NC(=S)NC1c1ccc(Br)cc1 (stereo unspecified) | -4 |
| O=S(=O)(NCCC1=CCCCC1)c1ccccc1Cl | 3 |
| CCCn1c(SCC(=O)Nc2cccc(Cl)c2Cl)n[nH]c1=O | -2 |
| Cc1cccc(C)c1NC(=O)CSc1nnc(C2CCCCC2)o1 | -3 |
| COc1ccc(Cl)cc1NC(=O)CN(C)CC(=O)Nc1ccc2c(c1)OCO2 | 4 |
| O=C(CSc1n[nH]c(=O)n1C1CC1)c1ccc2c(c1)OCCO2 | -1 |

Further compounds:
| molecule | TbREL1 primary |
| --- | --- |
| C=CC(=O)N1CCCC(Nc2nc(Nc3ccc(N(C)C(=O)CC)cc3C)nc3nc[nH]c23)C1 (stereo unspecified) | 0 |
| Cc1ccc(CNC(=O)c2cccc3c2C(=O)c2ccc(N4CCOCC4)cc2S3(=O)=O)cc1 | 3 |
| Cc1ccccc1CNC(=O)Nc1ccc(Cl)cc1 | 0 |
| Cc1ccc2c(c1)CCCN2CC(=O)N(C)c1c(N)n(Cc2ccccc2)c(=O)[nH]c1=O | -5 |
| COc1ccc(-n2c(SCC(=O)Nc3ccccc3OC)nc(O)c(Cc3ccccc3)c2=O)cc1 | -1 |
| Cc1ccc(C(=O)Cn2cncn2)cc1 | 2 |
| COc1ccc(C(=O)O/N=C(\N)c2ccncc2)cc1OC | 1 |
| CCN(CC)C(=O)C1=C(C)NC(=S)NC1c1ccc(C)s1 (stereo unspecified) | -4 |
| Cc1ccc(C(=O)NCC(=O)NCC(=O)OCc2ccc(Oc3ccc([N+](=O)[O-])cc3)cc2)cc1 | 1 |
| CC(=O)N(C)c1ccc(OCC(O)CN(Cc2ccco2)S(=O)(=O)c2ccc(C)cc2)cc1 (stereo unspecified) | 0 |
| CC1CCC(C(C)C)C(OC(=O)CSc2nccc(=O)[nH]2)C1 (stereo unspecified) | -2 |
| Cc1ccccc1S(=O)(=O)N(C)C[C@H]1OCc2cn(nn2)CCCC(=O)N([C@@H](C)CO)C[C@@H]1C | 5 |
| Cc1c(NS(=O)(=O)c2ccc(NCC3CCCO3)c([N+](=O)[O-])c2)c(=O)n(-c2ccccc2)n1C (stereo unspecified) | 10 |
| Cc1cc(C)n(CC(=O)N/N=C/c2cccc([N+](=O)[O-])c2)n1 | 1 |
| O=C1OC(Cc2ccccn2)C(O)=C1C1=NCCCCN1 (stereo unspecified) | 0 |
| CCN(C[C@H]1N[C@@](C)(C(=O)OC)[C@H]2C(=O)N(C)C(=O)[C@@H]12)C(=O)c1ccc(F)cc1 | -4 |
| O=C(Nc1ccc(F)cc1)c1ccc(-n2ccnc2)nc1 | 4 |
| O=C(CNC(=O)c1ccc(Br)cc1)N=Nc1c(O)[nH]c2ccc([N+](=O)[O-])cc12 | 8 |
| Nc1nonc1C(=O)OCC(=O)N1CCOCC1 | 2 |
| OC(Cc1ccncc1)(c1ccccc1)c1ccccc1 | -2 |
| COc1ccc(C(=O)NC(C(=O)N2CCN(c3ccccc3O)CC2)C(C)C)cc1 (stereo unspecified) | -5 |
| N#Cc1ccccc1CSCCNC(=O)Cc1c(F)cccc1Cl | -1 |
| COc1ccc(S(=O)(=O)N(C)c2ccc(OCC(=O)Nc3cc(C)on3)cc2)cc1 | 0 |
| Cn1c(=O)[nH]c(NC2CCCCC2)c(N=O)c1=O | 2 |
| O=C(COC(=O)Cc1cccs1)Nc1ccccc1F | 0 |

Brought forward from above: six entries; new compounds follow.
| molecule | TbREL1 primary |
| --- | --- |
| OC(Cc1ccncc1)(c1ccccc1)c1ccccc1 | -2 |
| COc1ccc(C(=O)NC(C(=O)N2CCN(c3ccccc3O)CC2)C(C)C)cc1 (stereo unspecified) | -5 |
| N#Cc1ccccc1CSCCNC(=O)Cc1c(F)cccc1Cl | -1 |
| COc1ccc(S(=O)(=O)N(C)c2ccc(OCC(=O)Nc3cc(C)on3)cc2)cc1 | 0 |
| Cn1c(=O)[nH]c(NC2CCCCC2)c(N=O)c1=O | 2 |
| O=C(COC(=O)Cc1cccs1)Nc1ccccc1F | 0 |
| CN(C)c1ccc(/C=N/NC(=O)CNC(=O)c2ccco2)cc1 | -6 |
| C[C@@H]1CN([C@@H](C)CO)C(=O)c2cc(C#CC(C)(C)O)cnc2O[C@@H]1CN(C)C(=O)c1ccccc1F | 4 |
| CCc1nc2c(OCc3ccccc3)cccn2c1N(Cc1ccccc1)C(C)=O | 0 |
| NC(=O)c1nsc(C(=O)N(CC(=O)NCc2ccco2)c2ccccc2F)c1N | 0 |
| COc1ccc(-n2c(SCC(=O)OC(C)C)nnc2-c2ccccn2)cc1 | -5 |
| Cc1ncc(CO)c(/C=N/NC(=O)c2cc3c(s2)CCCC3)c1O | 2 |
| O=C(NN=C1CCCCCCCCCCC1)c1ccccc1F | -2 |
| CCCc1nc2c3ccccc3ccn2c1Cc1cccc(Cl)c1 | 2 |
| CCCCCC(=O)Nc1cc(S(=O)(=O)N2CCCCC2)ccc1N1CCCCC1 | 1 |
| C=CCNC(=O)CSc1nnc(-c2cccc(S(=O)(=O)N3CCOCC3)c2)o1 | 1 |
| CC1C(=O)N2CCCc3cc(NC(=O)COc4ccc(Cl)cc4)cc1c32 (stereo unspecified) | -1 |
| O=C(O)CC(NC(=O)c1ccncc1)c1ccccc1 (stereo unspecified) | 0 |
| Nc1nc2c(c(=O)[nH]1)C(c1ccccc1)C1=C(N2)c2ccccc2C1=O (stereo unspecified) | 0 |
| CC(=O)N/C(=C\c1ccccc1)C(=O)OCc1cccc(S(=O)(=O)N(C)C)c1 | -3 |
| CN(C)S(=O)(=O)c1cccc(COc2cccnc2[N+](=O)[O-])c1 | -1 |
| O=C1C(=O)N(CCOCCO)C(c2ccccn2)/C1=C(\O)c1ccccc1 (stereo unspecified) | -3 |
| CC(C)(C)OC(=O)NNC(=O)c1ccc(Cl)cc1 | 1 |
| CC(NC(=O)C1CCCC1)c1ccc2c(c1)OCCO2 (stereo unspecified) | -1 |
| CCC(C)c1ccc(NC(=O)COC(=O)CCNC(=O)c2ccco2)cc1 (stereo unspecified) | 0 |
| Cc1ccc(C)c(S(=O)(=O)NC(C)C(=O)NCc2ccccn2)c1 (stereo unspecified) | -1 |
| O=S(=O)(c1ccc(F)c2ccccc12)N1CCCCC1 | -2 |
| Cn1nnc2cc(C(=O)NCc3ccc4c(c3)OCO4)ccc21 | -1 |
| CC(C)(CNC(=O)c1cc(=O)[nH]c2ccccc12)N1CCOCC1 | 4 |
| Cc1nnc(SCC(=O)N(C)c2ccccc2)n1Cc1ccccc1 | 1 |
| O=c1c2ccccc2n2c(=S)[nH]nc2n1-c1ccccc1 | -7 |

(next part)
Structure,TbREL1 primary
Cc1c(NC(=O)c2cccs2)c(=O)n(-c2ccccc2)n1C,-1
COC(=O)[C@]12CCCCC=C1N(CCC1=CCCCC1)C(=O)[C@H](CC(=O)N1CCN(C(=O)c3ccco3)CC1)C2,0
COCCN(C(=O)COC(=O)c1cccnc1SC)c1c(N)n(Cc2ccccc2)c(=O)[nH]c1=O,-3
CC(C)CCOc1ccc(/C=N/N2C(=O)CSC2=S)cc1,-4
C[C@H](CO)N1C[C@H](C)[C@@H](CN(C)S(=O)(=O)c2ccc(F)cc2)Oc2ccc(NS(=O)(=O)c3cccs3)cc2C1=O,5
CCCOc1ccc(C2C(=O)N(C3CCCCC3)CC(=O)N2CCCOCC)cc1OC (stereo unspecified),-3
COc1cccc(CN2C(=O)N(C(C)C)C(N(O)C(=O)NC(C)C)C2(C)C)c1OC (stereo unspecified),0
Cc1ccc(N(CC(=O)NCCSc2ccccn2)S(=O)(=O)c2ccc(F)cc2)cc1,-3
Cn1c(=O)cc(SCC(=O)N2CCCC2)c2ccccc21,2
COCCNC(=O)C1CC2Cn3c(nc4cc(C)c(C)cc43)C2N1C (stereo unspecified),1
CN(C(=O)C1CCC1C(=O)O)c1nc(-c2ccc(Cl)s2)cs1 (stereo unspecified),-2
O=C(N[C@H](Cc1ccccc1)C(=O)NCc1ccc2c(c1)OCO2)[C@H]1O[C@@H](n2ccc(=O)[nH]c2=O)[C@H](O)[C@@H]1O,-2
COC(=O)c1ccc2c(c1)c(C#Cc1ccccc1)c(-c1ccccc1)n2C,1
NC(=S)N/N=C/c1cccc(/C=N/NC(N)=S)c1,-5
O=C(Cc1n[nH]c(=O)[nH]c1=O)N/N=C/c1ccccc1O,5
O=C(O)c1cccc(N/C(=N\S(=O)(=O)c2ccccc2)c2ccccc2)c1,-1

Taken from above for reference:
Structure,TbREL1 primary
O=C(N[C@H](Cc1ccccc1)C(=O)NCc1ccc2c(c1)OCO2)[C@H]1O[C@@H](n2ccc(=O)[nH]c2=O)[C@H](O)[C@@H]1O,-2
COC(=O)c1ccc2c(c1)c(C#Cc1ccccc1)c(-c1ccccc1)n2C,1
NC(=S)N/N=C/c1cccc(/C=N/NC(N)=S)c1,-5
O=C(Cc1n[nH]c(=O)[nH]c1=O)N/N=C/c1ccccc1O,5
O=C(O)c1cccc(N/C(=N\S(=O)(=O)c2ccccc2)c2ccccc2)c1,-1

Another view of some results above:
TbREL1 primary,Molecule
-3,COCCN(C(=O)COC(=O)c1cccnc1SC)c1c(N)n(Cc2ccccc2)c(=O)[nH]c1=O
-4,CC(C)CCOc1ccc(/C=N/N2C(=O)CSC2=S)cc1
5,C[C@H](CO)N1C[C@H](C)[C@@H](CN(C)S(=O)(=O)c2ccc(F)cc2)Oc2ccc(NS(=O)(=O)c3cccs3)cc2C1=O
-3,CCCOc1ccc(C2C(=O)N(C3CCCCC3)CC(=O)N2CCCOCC)cc1OC (stereo unspecified)
